# Screens (PubChem)
# Abs 340nm – compound light absorbance at 340 nm, profiling panel, artefact control, biochemical, MLSMR library, data from PS, PMK, MK assays | compound absorbance at 340 nm, fold over control | fold change at 10 µM | 65,000 tested, under 10 active;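 active = at 10 µM dose, initial 340 nm absorbance at least 2 fold that of control wells; inactive = change under 2 fold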;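 also: initial absorbance extrapolated from kinetic A340 decline of NADH oxidation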
# Cdc25B block – inhibitors of Cdc25B phosphatase catalytic domain, primary screen, biochemical, OMFP fluorescence | M-phase inducer phosphatase 2 (Homo sapiens), P30305 | recombinant Cdc25B, OMFP fluorescence Ex485/Em525 | inhibition, %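 (compounds tested at 10 µM final in the well)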 | 65,000 tested, 0.1% active | AID 368, 2006; in the data active = inhibition above about 50%
# Target sequence (P30305 whole entry, looked up, the tested form may be a part): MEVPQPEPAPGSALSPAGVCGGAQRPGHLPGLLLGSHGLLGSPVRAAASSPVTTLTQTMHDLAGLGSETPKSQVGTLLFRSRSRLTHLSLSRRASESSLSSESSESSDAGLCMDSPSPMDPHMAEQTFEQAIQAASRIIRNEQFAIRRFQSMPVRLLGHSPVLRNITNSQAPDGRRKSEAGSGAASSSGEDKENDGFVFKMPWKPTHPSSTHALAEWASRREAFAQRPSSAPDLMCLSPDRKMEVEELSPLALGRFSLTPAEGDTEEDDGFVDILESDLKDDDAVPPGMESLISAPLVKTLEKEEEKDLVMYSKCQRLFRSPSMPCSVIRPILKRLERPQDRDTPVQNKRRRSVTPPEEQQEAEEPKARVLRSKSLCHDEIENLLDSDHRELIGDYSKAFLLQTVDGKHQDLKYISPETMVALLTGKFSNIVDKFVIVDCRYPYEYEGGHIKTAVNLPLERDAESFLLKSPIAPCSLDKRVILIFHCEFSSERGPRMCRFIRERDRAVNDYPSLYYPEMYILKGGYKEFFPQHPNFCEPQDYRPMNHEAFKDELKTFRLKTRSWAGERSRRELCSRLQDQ
# JNK3 blocker – JNK3 kinase activity inhibitors, primary screen, biochemical, human, purified enzyme | inhibition, % at 8 µM | 60,000 tested, 0.61% active | HTS | Mitogen-activated protein kinase 10 (Homo sapiens), P53779 | AID 746, 2007; in the data active = inhibition above about 17%;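 also: 0% = DMSO and 100% = reference inhibitor; many of its hits are not listed in these tables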
# Target sequence (P53779 whole entry, looked up): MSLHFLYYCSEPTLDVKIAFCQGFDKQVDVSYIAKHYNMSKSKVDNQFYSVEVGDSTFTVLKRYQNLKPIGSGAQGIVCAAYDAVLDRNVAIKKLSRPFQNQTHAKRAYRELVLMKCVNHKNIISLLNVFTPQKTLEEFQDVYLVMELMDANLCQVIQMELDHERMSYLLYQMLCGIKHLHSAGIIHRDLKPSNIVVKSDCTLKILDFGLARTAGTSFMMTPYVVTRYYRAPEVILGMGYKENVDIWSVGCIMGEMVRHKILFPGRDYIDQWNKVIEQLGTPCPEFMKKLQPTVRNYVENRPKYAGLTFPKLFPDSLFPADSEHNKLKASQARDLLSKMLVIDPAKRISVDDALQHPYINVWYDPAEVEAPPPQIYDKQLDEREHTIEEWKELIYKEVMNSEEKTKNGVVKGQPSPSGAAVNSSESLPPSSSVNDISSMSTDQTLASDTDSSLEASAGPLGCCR
# Her2 expr inh – inhibitors of Her2 protein expression, primary screen, SKBR-3 cells, AlphaScreen, 66K library; Receptor tyrosine-protein kinase erbB-2 (Homo sapiens), P04626; 65,000 tested, 0.69% active; SKBR-3 HER2 protein level, 18-24 h; stronger effect = lower value; HER2 level % of control, % at 10 µM; AID 645, 2007;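 active = HER2 level under 5% of the carrier-only control; inconclusive = no clear call, values can overlap the other calls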;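 also: 100% = DMSO carrier and 0% = 500 nM PU-H71 HSP90 inhibitor; lower value means stronger loss of Her2 protein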
# ROCK2 blocker – inhibitors of human ROCK2 kinase, primary screen, biochemical, high-throughput, luminescence; 60,000 tested, 0.35% active; purified ROCK2, Kinase-Glo ATP depletion luminescence; inhibition, % at 6 µM;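 active = inhibition above the screen-wide mean inhibition plus 3 SD, cut at about 18% in these data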;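 also: plate controls were DMSO wells for no effect and Y-27632 control wells after no-enzyme background subtraction for full effect; many of its hits are not listed in these tables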
# PKA inh – inhibitors of human PKA kinase activity, primary screen, biochemical, ATP-depletion luminescence, Kemptide substrate | 65,000 tested, 0.1% active | AID 524, 2006 | PKA Kemptide phosphorylation, Kinase-Glo ATP luminescence | inhibition, % at 6 µM | cAMP-dependent protein kinase catalytic subunit alpha (Homo sapiens), P17612;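 active = inhibition above the screen-wide mean inhibition plus 3 SD, cut at about 21% in these data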; also: many of its hits are not listed in these tables
# Fluor 339 460 – intrinsic fluorescence of library compounds, ex339/em460 – biochemical, MLSMR library, data from DPM-DC assay, artefact control, profiling panel; compound autofluorescence, ex339/em460 nm, NADH buffer; stronger effect = higher value; 1 = no-compound wells, NADH background; fluorescence fold increase at 10 µM; 65,000 tested, 5.5% active; AID 709, 2007;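 active = at 10 µM, mean starting fluorescence two-fold or more over control wells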;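 also: signal is the first read of a kinetic run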
# Hsp90 block – tumor Hsp90 inhibitors, primary screen, cell lysate, fluorescence polarization, NCI-N417 lysate; inhibition, % at 30 µM; Heat shock protein HSP 90-alpha (Homo sapiens), P07900; Cy3B-geldanamycin FP displacement; 64,000 tested, 0.35% active;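 active = inhibition above 50%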;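 also: 0% = tracer plus lysate wells and 100% = tracer alone without lysate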
# DUSP1 inh – MKP-1 phosphatase inhibitors, primary screen, biochemical, in vitro; Dual specificity protein phosphatase 1 (Homo sapiens), P28562; recombinant MKP-1, OMFP hydrolysis fluorescence; inhibition, %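 (compounds tested at a single concentration somewhere between 10 and 100 µM)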; 65,000 tested, 0.15% active; AID 374, 2006;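 active = inhibition above about 50%, limit read from the data; inconclusive = inhibition over screen mean plus 3 SD, below that limit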;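 also: 0% = DMSO max control wells and 100% = wells with enzyme stopped by NaOH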
# Numbers without * were called inactive; ? = inconclusive; nt = no result given. This is a subset; the hit share may differ from the screen's.
SMILES,Abs 340nm,Cdc25B block,JNK3 blocker,Her2 expr inh,ROCK2 blocker,PKA inh,Fluor 339 460,Hsp90 block,DUSP1 inh
O=C1CSC(=Nc2ccccc2Cl)N1,1,1,-9,102,-4,-6,1.1,0,9
Cc1cc(C)c(NC(=O)C(C)(C)C)c(Cl)c1,1,-10,-4,80,-6,-4,1.1,-1,5
Cc1nnc2sc(-c3csc4c3CCCC4)nn12,1,-15,3,101,4,5,1.1,4,3
COc1cc2[nH]c(=O)n(CCCCCC(=O)NCCCN3CCOCC3)c(=O)c2cc1OC,1.1,-7,nt,nt,nt,-1,1.5,nt,1
COc1ccc(CCNC(=O)C2CCN(C(=O)N(C)C)CC2)cc1OC,1,-6,1,141,5,6,1,-4,-3
CCS(=O)(=O)Nc1ccc(C(=O)CC2(O)C(=O)Nc3ccccc32)cc1 (stereo not drawn),1.1,2,1,77,-4,0,1.2,0,17
Nc1nc(CSc2nnnn2-c2ccccc2)nc(N2CCCc3ccccc32)n1,1,-9,3,74,2,8,1,-1,35
COc1ccc(Cl)cc1NC(=O)c1cccnc1,1.1,10,6,94,1,2,1.1,1,-1
COc1ccc(N2CCN(C(=O)CSc3nnnn3-c3ccc4c(c3)OCCO4)CC2)cc1,0.99,3,-2,85,-4,-3,1.1,-2,1
COc1ccccc1NC(=O)c1ccccc1-c1nc(-c2ccccc2OC)no1,1,-6,-2,99,-6,-3,1.1,-1,27

# Structures above that have four or more nitrogen atoms, in the order listed:
SMILES,Abs 340nm,Cdc25B block,JNK3 blocker,Her2 expr inh,ROCK2 blocker,PKA inh,Fluor 339 460,Hsp90 block,DUSP1 inh
Cc1nnc2sc(-c3csc4c3CCCC4)nn12,1,-15,3,101,4,5,1.1,4,3
COc1cc2[nH]c(=O)n(CCCCCC(=O)NCCCN3CCOCC3)c(=O)c2cc1OC,1.1,-7,nt,nt,nt,-1,1.5,nt,1
Nc1nc(CSc2nnnn2-c2ccccc2)nc(N2CCCc3ccccc32)n1,1,-9,3,74,2,8,1,-1,35
COc1ccc(N2CCN(C(=O)CSc3nnnn3-c3ccc4c(c3)OCCO4)CC2)cc1,0.99,3,-2,85,-4,-3,1.1,-2,1

# Going on with the list:
SMILES,Abs 340nm,Cdc25B block,JNK3 blocker,Her2 expr inh,ROCK2 blocker,PKA inh,Fluor 339 460,Hsp90 block,DUSP1 inh
NCCCC(=O)N1c2ccccc2Sc2ccccc21,1,-6,-1,84,4,6,1.1,2,-3
CC1(C)CC(=O)C(CC(=O)NC(=O)NCc2ccccc2)=C(O)C1,1,-12,-1,113,2,7,1,0,-1
Cc1ccc(Nc2cc(C)nc3nc(C)nn23)c(C)c1,1.1,-12,-8,105,-5,5,1.1,0,3
CCOC(=O)N1CCN(C(=O)CCn2nc(-c3ccc(Cl)cc3)ccc2=O)CC1,1,-5,-2,92,-1,-7,1.1,-1,8
COc1nccc(Nc2ccccc2)c1C#N,1,-2,3,79,8,5,1.1,0,3
CCN(CC)CCCN1C(=O)C(=O)/C(=C(/O)c2ccccc2)C1c1ccccn1 (stereo not drawn),1,20,-6,113,4,1,1,-1,-8
Cc1[nH]c(-c2ccco2)nc1C(=O)O,1.1,1,1,112,-13,-2,1,2,11
COc1ccc(-n2c(C)nnc2SCC(=O)N2C(C)CCCC2C)cc1 (stereo not drawn),1,-7,-2,141,8,9,1.1,1,-6
COc1ccc(CN2CCCCC2c2cccnc2)c(OC)c1C (stereo not drawn),1,-5,-3,117,0,0,1,-1,4
O=C(CCC1CCCC1)c1c(O)c2ccccc2oc1=O,1.1,-12,3,58,-1,6,1,0,1
COc1ccc(N(CC(=O)Nc2ccc3c(c2)OCCO3)S(=O)(=O)c2cccnc2)cc1,0.98,-7,-2,120,6,7,1,5,-4
COc1ccc(NC(=O)CSc2nnc(-c3cccs3)n2Cc2ccco2)cc1OC,0.99,-2,3,88,1,4,1.1,-11,27
CCCC(=O)Nc1ccccc1NC(C)=O,1,-5,-5,106,6,0,1.1,1,-12
Cn1c2ccccc2c2cc(C(=O)OCC(=O)N3CC(=O)Nc4ccccc43)sc21,1.2,7,-4,40,-3,-1,2.1*,-13,?
CC(=O)[C@@]1(O)CC[C@H]2[C@@H]3C[C@H](C)C4=CC(=O)C=C[C@]4(C)[C@@]3(F)[C@@H](O)C[C@@]21C,0.97,-27,4,108,4,1,1.1,-1,-3
COC(=O)c1[nH]c2cccc(OC)c2c1NC(=O)CCN1CCC(C(N)=O)CC1,1,-6,-5,120,0,3,2.9*,-6,-4
CN=c1sc2ccccc2n1CC(O)COCc1ccco1 (stereo not drawn),0.99,9,-3,67,-1,-1,0.99,-6,-11
O=C(Nc1c(F)cc(F)cc1Br)c1ccco1,1,-9,5,107,5,6,1.1,1,9
O=C(/C=N\O)NCCCNCc1ccccc1,1,-2,5,117,6,10,1.1,-2,1
CCOCCn1c(SCC(=O)OCc2ccccc2)nc2c1c(=O)[nH]c(=O)n2C,1,-12,1,104,8,5,1,-3,1
CCCCn1c(-c2ccccc2)nc2c(=O)n(C)c(=O)[nH]c21,1,-8,-9,105,-2,4,3.7*,0,6
COc1cccc(OCCCCCN2CCOCC2)c1,1.1,-14,2,180,-2,4,1.1,-2,-1
Cc1ccc2nc(SCC(=O)N3CCCC3)[nH]c2c1,0.99,2,5,158,4,0,1,2,12
CCOC(=O)CC1=CSC2=NS(=O)(=O)CCN12,0.99,-6,3,147,8,9,1.1,1,-6
O=C(CNC(=O)c1ccco1)OCC(=O)c1ccc2c(c1)CCCC2,0.97,9,5,98,0,-2,1.1,-3,-2
O=S(=O)(Cc1ccccc1)/C1=C(\N2CCOCC2)CCCCCC1,0.98,-6,nt,106,nt,8,1.1,-4,30
O=C(Cn1nnc(-c2ccc(CN3CCOCC3)cc2)n1)Nc1nc(-c2ccccc2)cs1,1,-1,-3,90,-7,16,1.1,-2,5
C#CCOC(=O)CCC(=O)NCCc1ccccc1,0.99,-1,-4,122,1,6,1,-2,6
Cn1c(/C(C#N)=C(\O)CN2CCN(Cc3ccccc3)CC2)nc2ccccc21,1.1,-34,-3,109,-2,1,1.2,-2,-14
ON1C(c2ccccc2)CC2(O)c3nonc3CCC12 (stereo not drawn),1,3,5,132,-1,-6,1,1,2

# One compound at a time, as listed above. Order of screens: Abs 340nm	Cdc25B block	JNK3 blocker	Her2 expr inh	ROCK2 blocker	PKA inh	Fluor 339 460	Hsp90 block	DUSP1 inh
# Cn1c(/C(C#N)=C(\O)CN2CCN(Cc3ccccc3)CC2)nc2ccccc21 as listed: 1.1	-34	-3	109	-2	1	1.2	-2	-14
# C#CCOC(=O)CCC(=O)NCCc1ccccc1 as listed: 0.99	-1	-4	122	1	6	1	-2	6
# COc1cccc(OCCCCCN2CCOCC2)c1 as listed: 1.1	-14	2	180	-2	4	1.1	-2	-1
# O=C(CNC(=O)c1ccco1)OCC(=O)c1ccc2c(c1)CCCC2 as listed: 0.97	9	5	98	0	-2	1.1	-3	-2
# O=S(=O)(Cc1ccccc1)/C1=C(\N2CCOCC2)CCCCCC1 as listed: 0.98	-6	nt	106	nt	8	1.1	-4	30

# Further entries.
SMILES,Abs 340nm,Cdc25B block,JNK3 blocker,Her2 expr inh,ROCK2 blocker,PKA inh,Fluor 339 460,Hsp90 block,DUSP1 inh
COc1ccccc1NC(=O)C1=C(C)Nc2nc(CCCO)nn2C1c1cccnc1 (stereo not drawn),1,-13,-8,61,1,-5,1,-3,5
COc1ccc(CNC(=O)CN(CC2CCCO2)C(=O)CNS(=O)(=O)c2ccc(F)cc2)cc1 (stereo not drawn),1,14,-2,93,-2,1,1.1,-4,19
Cc1ccc(NC(=O)c2ccc3c(c2)N(CC(=O)N2CCCCC2)C(=O)C(C)(C)O3)cc1,1,9,-1,108,3,7,1,-2,-1
Cc1nn(-c2ccc(F)cc2F)c2c1-c1nc(N3CCCC3)ncc1CC2,1,5,4,41,3,14,5.1*,-3,10
CCOC(=O)COn1c(=O)c(-c2ccco2)[n+]([O-])c2ccccc21,1.1,-27,-4,100,-2,-4,1.2,-5,-19
COCCn1c(SCC(=O)N2CCCc3ccccc32)nc2cccnc21,1,-10,4,81,2,7,1.1,1,-7
CCc1nc(N[C@@H](Cc2c[nH]c3ccccc23)C(=O)O)c2oc3ccccc3c2n1,0.98,18,2,93,3,9,1,-5,4
COC(=O)c1ccsc1NC(=O)CN1C(=O)CCC1=O,0.99,-3,-16,99,-14,-2,1,1,-3
CCOC(=O)CSc1nc(N)c(C#N)c(-c2ccc(OC)cc2)c1C#N,1,-20,1,140,14,5,1.1,-2,-7
COc1ccccc1OCc1csc(NC(=O)c2ccco2)n1,1,-8,-2,118,5,6,1,-2,5

# Brought forward from above: 2 entries, then new ones.
SMILES,Abs 340nm,Cdc25B block,JNK3 blocker,Her2 expr inh,ROCK2 blocker,PKA inh,Fluor 339 460,Hsp90 block,DUSP1 inh
CCOC(=O)CSc1nc(N)c(C#N)c(-c2ccc(OC)cc2)c1C#N,1,-20,1,140,14,5,1.1,-2,-7
COc1ccccc1OCc1csc(NC(=O)c2ccco2)n1,1,-8,-2,118,5,6,1,-2,5
COc1ccc(S(=O)(=O)N2CCC(C(=O)Nc3c(F)cccc3F)CC2)cc1,0.99,-3,8,80,6,4,1,-1,-10
Cc1cccc(C(=O)N2CCN(C(=O)c3cccc(C)c3)C(C)C2)c1 (stereo not drawn),1,-14,-4,100,5,12,1,-2,-3
COc1ccccc1C(=O)N(Cc1ccco1)C1CCS(=O)(=O)C1 (stereo not drawn),1,-3,5,106,0,4,1.1,-4,-4
CCC(C(=O)Nc1nccs1)c1ccccc1 (stereo not drawn),1,-2,6,77,7,10,1.1,-2,0
COc1ccccc1N1C(N)=NC(N)=NC1(C)C,1,1,-8,52,-3,-6,0.96,2,3
Cc1cc(=O)[nH]c(SCc2cc(=O)n3nc(C)sc3n2)n1,1.1,3,-3,nt,0,-7,1.1,-1,-1
OCCSc1nnc(Nc2ccccc2)s1,0.98,25,3,88,4,8,0.99,1,-3
CCCCc1nnc(NC(=O)CSc2nc(=O)cc(N)n2-c2ccccc2)s1,1.1,-5,0,83,11,6,1.1,-6,2
O=C(NCCO)c1ccc2c(c1)S(=O)(=O)c1ccccc1C2=O,1,24,4,82,5,4,1.1,-3,2
CC(NC(=O)Cc1cccs1)c1ccc2c(c1)OCO2 (stereo not drawn),0.99,2,-13,104,-6,-2,1.1,-1,10
O=C(CCN1C(=O)COc2ccccc21)NCCC1=CCCCC1,1,-2,-6,107,2,-3,1.1,-1,17
COC(=O)c1sccc1NC(=O)C1CC2CCC1C2 (stereo not drawn),1,-10,6,142,6,7,1.1,3,10
O=C1COc2ccc(-c3csc(NCC4CCCO4)n3)cc2N1 (stereo not drawn),0.99,-7,-8,75,3,9,1.1,0,5
O=C(COC(=O)c1ccccc1NC(=O)c1ccco1)NCc1ccc2c(c1)OCO2,1.1,-6,1,71,1,9,1.6,-3,2
N#CCC(=O)NCC1(c2ccccc2)CCCC1,1,-12,-13,109,7,9,1,-2,-9
